Source: PubChem BioAssay (several laboratories)
PfHsp40 yeast: rescue of PfHsp40-mediated yeast toxicity; S. cerevisiae expressing PfHsp40, growth rescue, ATP luminescence; growth rescue, % at 12.5 µM; actives 0.68% (n = 340,000); AID 504582; in the data active = growth rescue above about 28%, passing the limit was not always enough; inconclusive = no clear call, values can overlap the other calls;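 note: yeast W303a lacking pdr1 and pdr3 grown in galactose medium; growth measured after three days at 30 °C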
MazEF act: MazEF (E. coli) toxin RNase activation; activation, % at 20 µM; P0AE70; actives 0.32% (n = 350,000); FAM/BHQ RNA-DNA oligo cleavage fluorescence, 5 h; in the data active = activation above about 50%
Y pestis TopoI: inhibitors of Yersinia pestis topoisomerase I. activity, % at 10 µM. Y. pestis Topo-I cleavage product accumulation, plate reader. AID 504884. actives 0.064% (n = 360,000); in the data active = activity above about 50%, passing the limit was not always enough; inconclusive = no clear call, values can overlap the other calls; note: inactives centre near 2
Vc quorum ag: inducers of Vibrio cholerae quorum light production without autoinducers. V. cholerae BH1578 lux reporter, luminescence, 6 h. activation, % at 18.7 µM. actives 0.16% (n = 350,000). AID 588436; in the data active = activation mostly above about 9.7%, no sharp cut-off; inconclusive = no clear call, values can overlap the other calls; inactive = mostly below about 3.7%; note: not every result past the cut was called active; inactives centre near 0; reference of the scale not given here
DUSP3 inh: inhibitors of human VHR1 phosphatase (DUSP3); inhibition, % at 13.3 µM; recombinant VHR phosphatase, pNPP absorbance; P51452; AID 1654; actives 0.52% (n = 290,000); in the data active = inhibition above about 50%; note: some compounds called inactive have numbers as strong as hits
Target sequence (P51452 whole entry, looked up): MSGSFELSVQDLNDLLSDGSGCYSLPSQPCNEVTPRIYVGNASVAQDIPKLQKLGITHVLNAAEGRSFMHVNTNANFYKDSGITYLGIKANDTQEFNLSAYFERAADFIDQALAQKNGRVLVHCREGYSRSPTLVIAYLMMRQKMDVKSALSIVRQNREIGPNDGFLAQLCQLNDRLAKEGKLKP
Anthrax LF prot: inhibitors of Bacillus anthracis lethal factor protease. actives 0.12% (n = 360,000). inhibition, % at 10 µM. P15917. multiplex microsphere protease cleavage assay, LF; in the data active = inhibition above about 30%; inconclusive = no clear call, values can overlap the other calls; note: plate controls were buffer without enzyme for full effect and enzyme alone for no effect
Target sequence (P15917 whole entry, looked up): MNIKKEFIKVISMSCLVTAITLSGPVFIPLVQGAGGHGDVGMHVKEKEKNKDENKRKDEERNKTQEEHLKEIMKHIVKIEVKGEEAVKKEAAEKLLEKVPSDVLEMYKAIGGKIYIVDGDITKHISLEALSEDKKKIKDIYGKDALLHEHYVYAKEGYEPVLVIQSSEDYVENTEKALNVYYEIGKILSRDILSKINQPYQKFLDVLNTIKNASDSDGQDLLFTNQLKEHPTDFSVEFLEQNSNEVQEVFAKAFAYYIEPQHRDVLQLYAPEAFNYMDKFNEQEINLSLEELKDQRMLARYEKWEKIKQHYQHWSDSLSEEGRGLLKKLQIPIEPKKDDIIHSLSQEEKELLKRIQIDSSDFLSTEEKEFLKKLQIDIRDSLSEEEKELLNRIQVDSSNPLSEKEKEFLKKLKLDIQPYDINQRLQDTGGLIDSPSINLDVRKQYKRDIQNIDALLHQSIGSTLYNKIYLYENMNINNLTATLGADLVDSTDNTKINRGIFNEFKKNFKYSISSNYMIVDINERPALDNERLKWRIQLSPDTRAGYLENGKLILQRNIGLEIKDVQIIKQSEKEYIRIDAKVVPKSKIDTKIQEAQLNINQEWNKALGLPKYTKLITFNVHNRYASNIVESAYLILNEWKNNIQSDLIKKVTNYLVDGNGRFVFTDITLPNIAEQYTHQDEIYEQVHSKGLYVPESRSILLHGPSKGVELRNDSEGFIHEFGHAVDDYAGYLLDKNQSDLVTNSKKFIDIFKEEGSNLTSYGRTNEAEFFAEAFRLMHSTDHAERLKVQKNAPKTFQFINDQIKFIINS
Rv3671c inh: inhibits the M. tuberculosis serine protease Rv3671c; P9WHR9; inhibition, % at 5.96 µM; actives 0.048% (n = 320,000); AID 2606; in the data active = inhibition above about 38%;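 note: extracellular domain of Rv3671c used as enzyme; 0% = enzyme with DMSO and 100% = no enzyme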
SARS 3CLpro inh: SARS-CoV 3CLpro protease inhibition; P0C6X7; recombinant SARS-CoV 3CLpro, quenched FRET peptide cleavage; inhibition, % at 6 µM; actives 0.14% (n = 290,000); AID 1706; in the data active = inhibition above about 12%
SSB-PriA inh: inhibitors of Klebsiella pneumoniae PriA binding to SSB C-terminal tail. AlphaScreen SSBct-PriA binding, biotinylated peptide. inhibition, % at 33 µM. actives 0.6% (n = 430,000). AID 1272365; in the data active = inhibition mostly above about 37%, no sharp cut-off; inactive = mostly below about 20%;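 note: plate controls were negative control peptide for no effect and reference peptide for full effect; strong numbers were not always called active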
TcdB inh: TcdB glycohydrolase inhibition | TcdB glycohydrolase enzymatic assay, plate reader | actives 0.24% (n = 350,000) | inhibition, % at 9.99 µM | P18177; in the data active = inhibition above about 10%
Active calls of the source: *; i = inactive; ? = inconclusive; . = not tested or not shown; & = joins results of further samples.

SMILES	PfHsp40 yeast	MazEF act	Y pestis TopoI	Vc quorum ag	DUSP3 inh	Anthrax LF prot	Rv3671c inh	SARS 3CLpro inh	SSB-PriA inh	TcdB inh
CCCCCCn1c(SCC(=O)NC2CCS(=O)(=O)C2)nc2ccccc2c1=O (stereo unspecified)	.	-4	4	-0.7	.	-14	.	.	.	1.2
CC[C@@H]1C/C=C\Cc2ccccc2[C@@H](C(=O)C[C@H](O)CC(C)=O)OC1=O	-0.8	4	4	-0.5	.	-3	-1	.	-9	0.6
N#Cc1ccc(OCC(=O)OCC(=O)Nc2cc(C(F)(F)F)ccc2N2CCOCC2)cc1	-0.5	5	7	i	23	-1	-1	1	-4	1.3
COc1ccc(/C=C/C(=O)NC(=S)NNC(=O)c2cnccn2)cc1	-0.2	-5	-1	0.5	0	4	3	-1	-7	0.6
COc1cccc(NC(=S)N2CCN(C)CC2)c1	-0.9	10	5	-0.4	25	-19	2	-2	5	0.6
O=C(CNC(=O)c1ccc(Cl)cc1)c1ccc(Br)cc1	1.0	-1	-1	8.3	-31	7	7	3	-7	-0.9
CCCNc1c(NS(=O)(=O)c2ccc(C)cc2C)c(=O)oc2ccccc12	-1.6	13	-8	-0.4	23	-1	2	-3	-1	0.1
CCOC(=O)CNS(=O)(=O)c1ccc2c3c(cccc13)C(=O)N2CC	-2.3	9	10	0.7	5	3	1	2	3&-3	1.1
CC(=O)CSc1cc(-c2ccccc2)nc2ncnn12	1.5	14	-5	-0.5	4	-23	0	3	0	1.3
C=CCNc1cc(F)ccc1S(=O)(=O)NCC=C	9.3	8	4	-3.9	.	-4	.	.	-16	2.0
CC(=O)OCCN1CCN(C(=O)CN2C(=O)NC(c3ccccc3)(c3ccccc3)C2=O)CC1	-1.2	1	4	i	43	3	1	-2	-5	1.6
CCOC(=O)c1cnc2sccn2c1=O	1.6	-10	-7	-6.2	18	-4	-8	-1	-11	0.7
c1ccc2c(Cn3ccnc3)cccc2c1	0.3	-10	-4	-0.7	-8	2	2	1	2	-0.8
CCCCC(=O)Nc1ccccc1C(=O)N1CCOCC1	-0.3	2	2	.	9	-8	3	5	-12	.
O=C(NCC(=O)N1CCN(c2ncc(C(F)(F)F)cc2Cl)CC1)c1ccc(Br)o1	-1.4	4	24	-0.1	1	-4	1	5	-20	1.5
C=CCN1C=C2C(=O)C(C)(OC(=O)CCC(=O)OC)C(=O)C(Br)=C2C=C1c1ccc(OC)cc1 (stereo unspecified)	22	-109	-2	-0.5	-4	-28	-20	.	17	.
CC(C)(C)c1nc(SCC(=O)N2CC(=O)Nc3ccccc32)c2ccccc2n1	1.7	11	0	i	-1	-8	2	2	-18	0.9
COc1ccc(Cc2nnc(NC(=O)C3CC(=O)N(CCc4ccc(F)cc4)C3)s2)cc1OC (stereo unspecified)	-0.8	7	23	-0.2	43	-3	-9	4	0	0.2
CCOC(=O)Nc1ccc2c(CNC(C)c3ccccc3OC)cc(=O)oc2c1 (stereo unspecified)	-1.9	-25	0	-0.5	-29	-11	-5	3	10	0.9
COc1c(C)cc(Br)cc1C(=O)Nc1ccc(S(N)(=O)=O)cc1	2.4	19	8	-0.2	20	1	-1	-2	-15	1.1
CCc1cc(=O)oc2c(CNCc3ccc(OC)cc3OC)c(O)c(Cl)cc12	-1.6	4	7	i	-12	22	6	3	2	0.2
COc1cccc(NC(=S)N2CCC(N(C)CC3CCCO3)CC2)c1 (stereo unspecified)	-0.1	5	7	i	18	-3	-15	4	-13	.
Cc1ccc[n+](/C(=C\C(=C=[N-])C#N)C(=O)c2ccc(Cl)cc2)c1	-0.9	9	9	-0.2	35	-2	5	0	-5	1.0
COCc1cc(C(C)=O)ccc1OCC(=O)Nc1ccc(NC(C)=O)cc1	0.3	4	-3	-0.2	20	-2	-5	3	-1	0.2

Shown with values under each structure: part of the list above
Order of values: PfHsp40 yeast	MazEF act	Y pestis TopoI	Vc quorum ag	DUSP3 inh	Anthrax LF prot	Rv3671c inh	SARS 3CLpro inh	SSB-PriA inh	TcdB inh
- CC(C)(C)c1nc(SCC(=O)N2CC(=O)Nc3ccccc32)c2ccccc2n1
→ 1.7	11	0	i	-1	-8	2	2	-18	0.9
- C=CCN1C=C2C(=O)C(C)(OC(=O)CCC(=O)OC)C(=O)C(Br)=C2C=C1c1ccc(OC)cc1 (stereo unspecified)
→ 22	-109	-2	-0.5	-4	-28	-20	.	17	.
- CCc1cc(=O)oc2c(CNCc3ccc(OC)cc3OC)c(O)c(Cl)cc12
→ -1.6	4	7	i	-12	22	6	3	2	0.2
- c1ccc2c(Cn3ccnc3)cccc2c1
→ 0.3	-10	-4	-0.7	-8	2	2	1	2	-0.8

Further structures follow:
SMILES	PfHsp40 yeast	MazEF act	Y pestis TopoI	Vc quorum ag	DUSP3 inh	Anthrax LF prot	Rv3671c inh	SARS 3CLpro inh	SSB-PriA inh	TcdB inh
Cc1cccc(OCC(=O)N/N=C\c2cccn2C)c1C	-2.0	5	-11	i	9	-3	-3	2	.	5.4
Fc1ccccc1-c1nc(NCc2ccccc2)c2ccccc2n1	.	1	-1	-0.2	-15	.	-3	1	-6	-1.2
Cc1ccc2c(Cl)c(C(=O)N/N=C/c3cccn3C)sc2c1	-0.2	71*	0	i	19	1	-7	-3	.	0.4
COc1ccccc1C(=O)NCC(=O)N1CCN(S(=O)(=O)c2ccccc2C(F)(F)F)CC1	2.3	4	14	0.4	.	-3	-4	.	-17	1.7
O=C(COC(=O)CSc1ccc([N+](=O)[O-])cc1)NC1CCCCCCC1	-1.5	1	17	i	.	-2	3	.	-13	-0.1
CC1(C)CC(=O)C/C(=N\NC(=O)c2cccs2)C1	-0.7	-2	-3	i	2	-3	0	-5	.	.
COC(=O)NC1CCC(CC2CCC(NC(=O)OC)CC2)CC1 (stereo unspecified)	2.3	4	2	i	23	-2	5	-8	-4	.
O=c1c2ccccc2nc(SCc2nnc(-c3ccccc3)o2)n1-c1ccccc1	1.3	5	-11	-0.5	6	-5	5	.	-15	0.7
CNC(=O)CSc1nnnn1-c1ccc(C)cc1C	-0.2	3	1	-0.5	1	-2	-3	6	-2	.
COC(=O)c1ccccc1NC(=O)N1c2ccccc2Sc2ccccc21	-0.6	-1	-2	0.2	-1	-1	-4	5	-20	.
CCn1c(COc2ccccc2)nnc1SCC(=O)Nc1ccc(N2CCOCC2)cc1	-0.3	7	22	-0.2	3	-4	5	-5	-6	1.1
CC(OC(=O)c1ccc(Cl)nc1)C(=O)NCc1ccc2c(c1)OCO2 (stereo unspecified)	-2.0	2	2	i	.	?	-15	.	-16	1.6
O=C1CS/C(=N\NC(=O)c2ccccc2)N1	.	-12	2	-0.4	1	.	-3	-2	.	-1.8
COC(=O)C1=C(C)N(C)C(=O)NC1c1ccc(O)c(OC)c1 (stereo unspecified)	-0.8	8	2	-0.3	22	3	0	0	1	1.9
CCC(C)(C)c1ccc(OCCCC[n+]2cccc(C)c2C)c(C(C)(C)CC)c1	45*	-15	0	i	21	.	5	4	-3	9.8
COc1ccc(/C=N/Nc2ncnc3sc4c(c23)CCCC4)cc1OC	-0.5	-4	-7	-0.3	14	0	-1	-7	.	.
COc1cc(OC)cc(C(=O)NC(C)c2ccc(Br)cc2)c1 (stereo unspecified)	0.1	6	-4	i	-24	-3	-4	1	-17	-0.1
COc1ccc(CCN)cc1O	-1.3	8	1	-0.1	.	-2	3	.	-7	-2.1
CN(Cc1ccncn1)C(=O)C1CCC(=O)N(Cc2cccc(C(F)(F)F)c2)C1 (stereo unspecified)	0.5	9	4	i	14	1	-2	2	-4	1.2
CON1C(=O)C(=O)N(OC)C(C)(C)C1(C)C	0.5	-1	0	-0.4	1	1	1	2	-8	-0.2
CC(=O)NC(CC(=O)N(C)C1CCCCC1)c1ccccc1 (stereo unspecified)	-0.9	-8	-1	-0.2	-20	5	1	2	-19	-0.2
Cc1ccc(S(=O)(=O)N(CC(=O)N2CCOCC2)CC(=O)N2CCOCC2)cc1	0.2	3	1	i	-27	-5	-3	6	-7	.
CC1CN(S(=O)(=O)c2ccc(NC(=O)c3ccco3)cc2)CC(C)O1 (stereo unspecified)	-0.8	8	0	i	-21	0	-11	-3	-8	.
COc1ccc([C@H]2CC(=O)C=C(c3ccc(Br)c4ccccc34)C2)cc1	0.2	-1	25	-5.0	.	2	-9	.	-7	0.3
COc1ccccc1C(=O)NCC(=O)OCc1csc(-c2ccccc2)n1	0.2	2	10	i	-2	-8	-1	-1	-10	.
CCN(CC)C(=O)NC(c1ccc(C)c(F)c1)C(Cl)(Cl)Cl (stereo unspecified)	-0.9	-4	-1	i	-4	-2	1	1	-21	0.3
CC(=O)c1c(C)[nH]c(C(=O)Nc2ccccn2)c1C	1.9	2	1	-14	-4	2	1	4	-4	0.3
CCCN(CC1CC1)C(=O)COC(=O)c1ccc2c(c1)C(=O)N(c1ccc(OCC)cc1)C2=O	0.8	-4	7	-1.6	11	2	-7	3	-10	2.6
N#Cc1ccccc1NC(=O)CSc1ccc([N+](=O)[O-])cn1	-0.5	-5	2	2.1	-12	0	3	3	-1	0.4
Fc1cccc(Nc2nc(-c3ccncc3)nc3ccccc23)c1	?	8	-11	3.5	-2	0	-9	3	-12	1.6
COC(=O)C1=C(c2ccc(S(C)(=O)=O)cc2)C[C@@H]2CC[C@H]1N2C(=O)NCCNC(C)=O	-0.7	0	3	-2.9	.	-5	-8	.	0	.
CC(C)CCOP(=O)(c1ccccc1)c1ccccc1	-1.9	-1	22	i	-10	-1	-3	1	-1	.
Cc1cc(N/N=C(/CCC(=O)O)C(=O)O)nc2ccccc12	-2.4	1	1	-0.2	0	-2	15	1	.	0.6
CC(=O)Nc1cc(-c2ccsc2)cn2c(-c3ccc(F)cc3)cnc12	.	.	34	-0.2	.	-6	.	.	.	0.8
Cn1c(N)c(S(=O)(=O)NCc2ccc(F)cc2)c(=O)n(C)c1=O	0.9	6	-2	-0.3	7	1	-7	0	-34	2.0
COCCCn1c(=O)c2ccccc2n(CC(=O)N2CCCc3ccccc32)c1=O	0.1	-13	-11	-0.3	40	-1	5	-4	-7	0.2
COc1ccc(NC(=O)C2Cc3c(-c4ccc(Cl)cc4)ccnc3O2)cn1 (stereo unspecified)	.	.	26	0.8	.	-2	.	.	.	-1.0
O=C(NCC1CCCO1)Nc1cc(Cl)cc(Cl)c1 (stereo unspecified)	0.9	11	-6	-0.5	6	0	-8	-1	-11	2.7
Cc1ccc(S(=O)(=O)N2CCOCC2)cc1C(=O)OCC(=O)NC1CCCCC1	-0.3	1	12	-1.4	.	.	.	.	-9	1.9
Cn1nc(C(=O)Nc2ccc3c(c2)OCO3)c2ccccc2c1=O	-1.2	3	-5	-0.6	34	2	-13	4	-8	1.1
COCCn1c(C)cc(C(=O)COc2nc3ccccc3nc2C)c1C	0.0	9	7	i	23	-6	3	1	-11	.
Brc1ccc(-c2ncc3ccccn23)cc1	0.6	-2	7	1.5	21	9	9	1	-10	1.5
CCN(CCCNC(=O)c1ccc2c(c1)NC(=O)CN2C)c1cccc(C)c1	2.0	11	15	-0.6	-2	2	4	4	37	-0.4
Cc1noc(C)c1S(=O)(=O)N(C)C[C@H]1Oc2ccc(NC(=O)C3CC3)cc2C(=O)N([C@H](C)CO)C[C@@H]1C	0.3	8	-2	2.4	.	-6	5	.	2	-0.5
CCCCC1OC23CCCCC2C(C#N)(C#N)C1(C#N)C(=N)O3 (stereo unspecified)	-1.5	0	2	-0.2	2	-1	4	0	-7	-0.1
Cc1nc(N2CCCCC2)[nH]c(=O)c1CN(C)N=O	.	3	5	i	.	6	.	.	.	0.9
Cc1ccc(O)c(/C=N/NC(=O)CN2CCCC2)c1	-0.5	5	-4	i	12	-2	8	-2	.	-6.3

Some of the compounds tested (hit frequency here may not be typical).
